S3 lipid droplet – qHTS Assay for Lipid Storage Modulators in Drosophila S3 Cells; AID 2685; 0.64% of 320,000 active; Drosophila S3 cells, BODIPY lipid droplet fluorescence, 18-24 h; cells fed with added oleic acid; Potency in µM for hits, for the others lipid storage change, negative = inhibition, % at the top dose, mostly 46.1 µM; active = well fitted inhibition curve with a large enough effect in the signal ratio, with a control signal flat, not every such curve was filed as active; inconclusive = small, poorly fitted or top-dose-only effect, or effect the other way, or a change in a side signal; the % refers to the signal ratio
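Drosophila S3 cells got compounds at several concentrations plus oleic acid (400 uM solution). Laser-scanning cytometry with 488 nm excitation read lipid droplets at 500-530 nm and cells at 575-640 nm. Percent activity was relative to 20 uM Triacsin C.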
S3 lipid droplet cell count max – further read-out of S3 lipid droplet, marked with its call; cell number change, %; measured here: cell count max response;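 cells counted by Cell Tracker Red CMTPX staining in the red channel; peak over a dose series mostly up to 46.1 µM; percent activity relative to internal control wells on each plate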
Numbers without * were called inactive; i = inactive; ? = inconclusive; · = not tested or not shown. % is set by controls: 0 for no effect and ±100 for the full control effect; potency is the fitted concentration of half-maximal effect. Only part of the results is shown (hit frequency here may not be typical).

SMILES	S3 lipid droplet	S3 lipid droplet cell count max
COC(=O)c1cc(=O)n(Cc2ccc3c(c2)OCO3)c(=Nc2ccc(F)c(Cl)c2)s1	?	·
O=C(NCc1ccco1)C1CCCN1S(=O)(=O)c1ccc2ccccc2c1 (stereo not given)	?	·
COc1ccc(C(=S)N2CCOCC2)cc1OC(=O)c1ccccc1	?	·
CC1CCN(C(=O)/C(=C\c2ccccc2)NC(=O)c2ccccc2)CC1	i	14
Cn1c(NC(=O)c2cccs2)c(-c2cccs2)c(=O)c2ccccc21	?	·
O=C(NCc1ccccc1)c1cccnc1	?	·
O=C(CCC(=O)N1CCc2ccccc2C1)NCCc1ccc(Cl)cc1	i	4
OCCSc1c(F)c(SCCO)c(SCCO)c(F)c1SCCO	11%	6
CCCCN(CC)C(=O)CSc1nc2ccccc2c(=O)n1CC1COc2ccccc2O1 (stereo not given)	?	·
O=C(NCc1cccnc1)c1ccc(COc2ccccc2Br)o1	?	·
NC(=O)CSc1nnnn1CC(CC(=O)O)c1ccccc1 (stereo not given)	4%	11
CC(=O)c1cn(N(C)c2ncc(C(F)(F)F)cc2Cl)c(=O)[nH]c1=O	?	·
CC(C)C(NC(=O)c1ccco1)C(=O)NCC(c1ccco1)N(C)C (stereo not given)	?	·
O=C(COc1cccnc1[N+](=O)[O-])Nc1ccc2c(c1)CCC2	12%	2
O=C(Nc1ccc(Cn2nnc3ccccc32)cc1)c1ccco1	?	·
CN(C)Cc1ccccc1C1(O)c2ccccc2CSc2ccccc21 (stereo not given)	?	·
C=CCOc1ccc(/C=N/NC(=O)C2CCCC2)cc1OCC	4%	8
COc1ccc(N2CCN(C(=O)c3csc4ccccc34)CC2)cc1	4%	13
O=c1c2cc(Br)ccc2[nH]c(=S)n1Cc1ccccc1	48%	·
N#CCCn1cc(C=O)c(-c2cccs2)n1	9%	1
O=C(Nc1cccc(F)c1)C1CCCN(S(=O)(=O)c2ccccc2)C1 (stereo not given)	-25%	·
COc1ccccc1C(O)(C(=O)NNc1ccccc1C)c1ccccc1OC	6%	-5
Cc1oc(/N=C/c2cccc([N+](=O)[O-])c2)c(C#N)c1C	16µM*	-19*
c1ccc(Cn2c3ccccc3c3nnc(SCCN4CCCCC4)nc32)cc1	?	·
Cc1nc(-c2ccc(NC(=O)c3ccccc3Br)cc2)cs1	?	·
Cc1cc(NC(=O)C2CC(c3ccc(F)cc3)=NO2)no1 (stereo not given)	3%	17
CCN1CCN(CCCNC(=O)Cn2nc(C)n3nc(-c4ccccc4)cc3c2=O)CC1	?	·
O=C1C(c2ccncc2)N(CCC2=CCCCC2)C(=O)CN1C1CCCCC1 (stereo not given)	?	·
CC(NS(=O)(=O)c1ccc(Br)cc1)C(c1cccs1)N1CCOCC1 (stereo not given)	23%	5
COc1cccc(/C=N/N2CCN(C)CC2)c1	?	·
O=C(COC(=O)CCc1ccccc1)Nc1ccc(F)cc1Cl	?	·
CC(C)(C)NC(=O)C1CN(S(=O)(=O)c2ccccc2)CCN1S(=O)(=O)c1ccccc1 (stereo not given)	?	·
O=C(COC(=O)CCSc1ccc(Cl)cc1)NCc1ccccc1	4%	-3
O=C(/C=C/c1cccc(Br)c1)N1CCN(c2ccccn2)CC1	10%	-4
CN(Cc1c(C(=O)N/N=C/c2cccc(F)c2)nnn1-c1nonc1N)c1ccccc1	4%	-19
CCOC(=O)C1CCCN(C(=O)CCNS(=O)(=O)c2ccc(Br)cc2)C1 (stereo not given)	?	·
Cn1c(=O)[nH]c(=O)c2c1nc(N/N=C/c1ccncc1)n2Cc1ccc(Cl)cc1	13%	4
CCCSC1=C(C#N)C(c2ccccc2OCC)CC(=O)N1 (stereo not given)	i	·
CC(=O)c1cccc(N(C(=O)CNC(=O)c2ccco2)C(C(=O)NC2CCCC2)c2ccco2)c1 (stereo not given)	?	·
COc1ccccc1NC(=O)Cn1c(=O)c(N(C)C)c(N)n(C)c1=O	-4%	10
Cc1ccc(-n2c(=O)c3c4c(sc3n3c(=S)[nH]nc23)CCC4)cc1	3%	9
O=C(CSc1nnc(Cc2ccccc2)o1)c1ccc2c(c1)OCO2	?	·
COc1ccc(N(C(=O)C(C)C)S(=O)(=O)c2cccs2)cc1	?	·
Cc1nn(Cc2ccccc2)c(Cl)c1C(=O)OCC(=O)NC(=O)NC12CC3CC(CC(C3)C1)C2	11%	-7
CCNc1c(NS(=O)(=O)c2ccc(OC)cc2)c(=O)oc2ccccc12	i	3
COC(=O)C1=C(C)N(C)C(=O)NC1c1cccc2ccccc12 (stereo not given)	-2%	-11
COc1cccc(C(=O)NC2CC(C)(C)Cc3c2cnn3-c2cccc(F)c2)c1OC (stereo not given)	?	·
CC(=O)Nc1cccc(NS(=O)(=O)c2cn(C)c(=O)n(C)c2=O)c1	i	14
CCOC(=O)C1CCN(C(=O)c2ccccc2N(C)S(=O)(=O)c2ccccc2)CC1	2%	1
CC(=O)Nc1ccc(CC(=O)NCCC(c2ccccc2)c2ccccc2)cc1	?	·
CCCCN(C(=O)c1ccc(NC(=O)C(C)C)cc1)c1ccccc1	?	·
Cc1cc(=O)[nH]c(N=N/C(=N/Nc2ccccc2C)c2ccccc2)n1	?	·
COc1ccc(-n2ncc3c(=O)n(CC(=O)N(C(C)C)C(C)C)cnc32)cc1	22%	22
CCOc1ccc(OCC)c(S(=O)(=O)n2cc(C)nc2CC)c1	?	·
C=CCn1c(SC2CCOC2=O)nc2scc(C3CC3)c2c1=O (stereo not given)	i	13
N#CCc1ccc(NC(=O)c2ccccc2C(=O)Nc2ccc(CC#N)cc2)cc1	13%	-3
COc1cc(C2C(C(N)=O)=C(C)Nc3nc(CCCO)nn32)cc(OC)c1OC (stereo not given)	?	·
C=CCn1c(SCc2ccc([N+](=O)[O-])cc2)nnc1C(C)NC(=O)c1ccccc1 (stereo not given)	-14%	0
CC(c1ccccc1)N1CCn2c(nc3cc(NS(C)(=O)=O)ccc32)C1 (stereo not given)	?	·
Cc1csc(NC(=O)c2ccc(C(=O)Nc3nc(C)cs3)cc2)n1	1%	-2

Gathered by group, those above containing a nitro group on carbon (3)
SMILES	S3 lipid droplet	S3 lipid droplet cell count max
O=C(COc1cccnc1[N+](=O)[O-])Nc1ccc2c(c1)CCC2	12%	2
Cc1oc(/N=C/c2cccc([N+](=O)[O-])c2)c(C#N)c1C	16µM*	-19*
C=CCn1c(SCc2ccc([N+](=O)[O-])cc2)nnc1C(C)NC(=O)c1ccccc1 (stereo not given)	-14%	0

Arranged by SMILES length (descending): part of the list above.
SMILES	S3 lipid droplet	S3 lipid droplet cell count max
COc1cccc(C(=O)NC2CC(C)(C)Cc3c2cnn3-c2cccc(F)c2)c1OC (stereo not given)	?	·
CC(=O)Nc1cccc(NS(=O)(=O)c2cn(C)c(=O)n(C)c2=O)c1	i	14
CC(c1ccccc1)N1CCn2c(nc3cc(NS(C)(=O)=O)ccc32)C1 (stereo not given)	?	·
CC(=O)Nc1ccc(CC(=O)NCCC(c2ccccc2)c2ccccc2)cc1	?	·
Cc1csc(NC(=O)c2ccc(C(=O)Nc3nc(C)cs3)cc2)n1	1%	-2
CCOc1ccc(OCC)c(S(=O)(=O)n2cc(C)nc2CC)c1	?	·
C=CCn1c(SC2CCOC2=O)nc2scc(C3CC3)c2c1=O (stereo not given)	i	13

Rewritten with two lines to a compound: entries from further up.
Below each compound – S3 lipid droplet	S3 lipid droplet cell count max
- N#CCc1ccc(NC(=O)c2ccccc2C(=O)Nc2ccc(CC#N)cc2)cc1
  13%	-3
- COc1cc(C2C(C(N)=O)=C(C)Nc3nc(CCCO)nn32)cc(OC)c1OC (stereo not given)
  ?	·
- C=CCn1c(SCc2ccc([N+](=O)[O-])cc2)nnc1C(C)NC(=O)c1ccccc1 (stereo not given)
  -14%	0

(list continues)
SMILES	S3 lipid droplet	S3 lipid droplet cell count max
CC1CCN(C(=O)Cn2c(=O)n(CCc3ccccc3)c(=O)c3ccccc32)CC1	?	·
c1nc(N2CCCCCC2)c2[nH]cnc2n1	?	·
Cc1ccc(CSc2nc3nc(C)cc(C)n3n2)cc1	?	·
CCOC(=O)C1CCCN(c2ncnc3c2oc2ccccc23)C1 (stereo not given)	-1%	-16
CC(C)(C)n1nc2c(c1NC(=O)c1ccc(C(F)(F)F)cc1)CS(=O)(=O)C2	11%	5
CCc1ccccc1NC(=O)CN(C)C(=O)Cn1cnc2ccc(Cl)cc2c1=O	1%	0
Cc1ccc(Nc2nc(-c3sc(NC(=O)c4ccccc4)nc3C)cs2)cc1	?	·
CCOC(=O)c1cnc2c(ccc3ccccc32)c1NCCO	-1%	6
CN(CC(=O)Nc1ccc(Cl)cc1)CC(=O)Nc1cccc(Br)c1	?	·
CN(C)CCCn1c2c(c(SCC(=O)Nc3cccc4ccccc34)nc1=O)CCC2	49%	-11
Cc1ccc(C)c(OCc2cc(C(=O)N3CCN(c4ccccc4C)CC3C)no2)c1 (stereo not given)	?	·
N#Cc1nc(-c2ccco2)oc1NCc1ccccc1Cl	1%	·

Exported with the structure last: part of the list above.
S3 lipid droplet	S3 lipid droplet cell count max	mol
11%	5	CC(C)(C)n1nc2c(c1NC(=O)c1ccc(C(F)(F)F)cc1)CS(=O)(=O)C2
?	·	Cc1ccc(Nc2nc(-c3sc(NC(=O)c4ccccc4)nc3C)cs2)cc1

Screening data from PubChem.
